Assay outcomes: PubChem BioAssay, several laboratories
UBC9 SUMO inh: blocks human SUMOylation mediated by UBC9; P63279; HTRF SUMOylation assay, SAE1/SAE2 + UBC9, in vitro; inhibition, % at 35 µM; 0.36% of 290,000 active; AID 2006; in the data active = inhibition above about 50%, passing the limit was not always enough; inconclusive = no clear call, values can overlap the other calls; also: strong numbers were not always called active
Target sequence (P63279 whole entry, looked up): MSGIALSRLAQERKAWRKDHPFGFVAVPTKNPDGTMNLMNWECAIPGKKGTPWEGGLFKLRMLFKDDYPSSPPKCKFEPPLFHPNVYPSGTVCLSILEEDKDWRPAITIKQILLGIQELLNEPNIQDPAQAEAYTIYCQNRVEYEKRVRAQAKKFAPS
IDE act: boosts human insulin-degrading enzyme activity in HEK cells; FAbeta-B cleavage, fluorescence polarization; 0% vehicle, 100% cell-free pure enzyme wells; AID 493087; 0.073% of 340,000 active; activation, % at 5.96 µM;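 active = activation above the mean of all tested compounds plus 3 SD, set per screening campaign, cut at about 17% in these data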
GalR3 antagonist: human GalR3 antagonism; HEK293 GalR3-CNG cAMP membrane potential fluorescence; galR3 body fused to GalR1 C-terminus; inhibition, % at 3 µM; 0.44% of 360,000 active;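 active = inhibition above the screen-wide average plus 3 SD, cut at about 13% in these data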;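 also: forskolin and galanin both at EC90 stimulate the cells; cAMP rise reported by CNG channel membrane potential dye signal; 0% = forskolin plus galanin with DMSO and 100% = forskolin alone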
Target sequence (O60755 1-299 limits assumed): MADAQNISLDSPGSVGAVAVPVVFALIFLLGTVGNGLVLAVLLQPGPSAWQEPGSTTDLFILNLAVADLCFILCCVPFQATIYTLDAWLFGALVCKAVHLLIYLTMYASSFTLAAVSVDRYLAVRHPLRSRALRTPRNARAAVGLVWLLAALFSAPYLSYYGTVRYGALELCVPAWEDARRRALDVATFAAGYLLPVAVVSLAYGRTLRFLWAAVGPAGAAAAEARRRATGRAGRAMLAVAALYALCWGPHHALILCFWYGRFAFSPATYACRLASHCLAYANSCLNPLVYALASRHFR
IDE inh: cellular human IDE inhibition; inhibition, % at 5.59 µM; 0.41% of 320,000 active; AID 434962; P14735; HEK cells, FAbetaB cleavage, fluorescence polarization;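 active = percent inhibition above the average of all tested compounds plus 3 SD, set per screening campaign, cut at about 16% in these data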;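 also: IDE supplied by intact live HEK cells; FP after avidin binding of uncleaved biotin substrate so inhibition keeps polarization high; 0% = DMSO wells and 100% = 60 µM reference IDE inhibitor Ii1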
CRFR2-BP antag: blocks CRF-induced signaling of the CRF-BP/CRF-R2 complex; HEK293 CRF-R2/CRF-BP, CRF-induced calcium fluorescence; inhibition, % at 11.8 µM; 0.59% of 350,000 active;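 active = inhibition of the ligand-induced calcium signal above about 50% at the single tested concentration, limit read from the data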
IMP-1 inh: inhibitors of Pseudomonas aeruginosa IMP-1 metallo-beta-lactamase; purified IMP-1, nitrocefin hydrolysis, epi-absorbance fluorescence; inhibition, % at 5.6 µM; 0.45% of 290,000 active;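 active = inhibition above the mean plus 3 SD of all compounds in the same screening run, cut at about 4.5% in these data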;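 also: 0% = IMP-1 with DMSO and 100% = DMSO wells lacking enzyme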
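System: purified IMP-1 / Input: IMP-1 dispensed at 0.2 nM / Medium: 50 mM HEPES pH 7.1, 50 µM ZnSO4, 0.05% Brij 35 / Timing: 15 min enzyme–compound preincubation, then 25 min nitrocefin reaction, 25 °C / Technique: plate fluorescence quenching by hydrolysis product, ex 480/em 530 nm / Repeats: singlicate testing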
VIM-2 inh: blocks Pseudomonas aeruginosa VIM-2 metallo-beta-lactamase; purified VIM-2, nitrocefin hydrolysis, epi-absorbance fluorescence; inhibition, % at 5.6 µM; 0.89% of 290,000 active; AID 1527;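 active = inhibition above the mean of all tested compounds plus 3 SD, cutoff set per screening run, cut at about 7.5% in these data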;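 also: red hydrolysis product quenches plate fluorescence so inhibitors raise well fluorescence; 0% = enzyme with DMSO and 100% = DMSO without enzyme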
NS3 helicase inh: inhibitors of Hepatitis C virus NS3 helicase; inhibition, % at 10.9 µM; 0.56% of 290,000 active; AID 1800; NS3 helicase DNA unwinding, Cy5 molecular beacon fluorescence;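 active = inhibition above the mean of all tested compounds plus 3 SD, set per campaign, cut at about 35% in these data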;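 also: 0% = DMSO wells and 100% = thioflavine S control wells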
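Measured by: Cy5 fluorescence, 0 and 60 min reads / Assay system: NS3 helicase fragment of HCV / Control set: low DMSO, high thioflavine S at 110 µM / Times: 1 h reaction at 25 °C, ATP-initiated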
p-CIP stab down: lowers stability of the mouse p/CIP coactivator protein; Q05BA5; F442A p/CIP-EGFP cells, EGFP fluorescence, 16 h; decrease of EGFP signal, % at 10 µM; 0.01% of 290,000 active; AID 1984;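 active = EGFP signal decrease of at least 30% at 10 µM or well 3 SD below plate mean, unless failing retest; inactive = the rest, including hits failing retest or dose response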; also: some compounds called inactive have numbers as strong as hits; many of its hits are not listed in these tables
* = called active by the depositor; ? = inconclusive; nt = not tested or not shown.

Values in the order – UBC9 SUMO inh	IDE act	GalR3 antagonist	IDE inh	CRFR2-BP antag	IMP-1 inh	VIM-2 inh	NS3 helicase inh	p-CIP stab down
> O=C(NC1CCCCC1)c1ccc(-c2ccccc2)cc1
→ nt	-2	-3	11	-3	nt	nt	nt	nt
> CCOC(=O)c1[nH]ncc1CN1CCC(Cc2cccc(OC)c2)(C(=O)OCC)CC1
→ 0	1	-6	-1	-7	-3.7	-2.3	-6	-5
> COc1cc(C(=O)OCc2ccccc2C#N)ccc1OCC(=O)N1CCOCC1
→ nt	-2	-7	0	7	nt	nt	nt	nt
> Cc1ccc(CNC(=O)Cn2c(=O)n(-c3ccccc3)c(=O)c3sccc32)cc1
→ -7	2	1	3	33	-2.9	-1.7	0	10
> Oc1ccc(Br)cc1C1Nc2ccccc2S1 (stereo not drawn)
→ 40	1	-10	0	-8	-2.7	-1.3	-5	-13
> CC1(C)COC(c2cccn2Cc2ccc(F)cc2Cl)=N1
→ 3	-5	-6	0	-39	-2.9	-3.8	-3	-5
> Cn1c(=O)n(C)c2cc(/C=N/NC(=O)c3cc4cc(Br)ccc4o3)ccc21
→ ?	1	-3	10	24	-1.1	-0.2	-5	13
> Cc1nc(C(=O)NCC(=O)c2ccccc2)c(C(F)(F)F)o1
→ -18	4	-4	3	13	-2.4	-3.5	-2	-9
> COCCCNC(=S)Nc1ccc(C)cc1
→ 9	-4	-3	-2	8	-2.9	-2.1	6	1
> CC1CN(C(=O)Nc2cccc(C(F)(F)F)c2)CC(C)O1 (stereo not drawn)
→ -14	5	nt	5	27	-0.1	2.5	15	5
> Cn1cnc([N+](=O)[O-])c1S(=O)(=O)c1cccc(Cl)c1
→ -18	1	3	3	34	-2.6	-2.6	7	6
> COc1ccc(/C=C(\C#N)C(=O)Nc2cccc(C)n2)cc1
→ -6	2	-8	3	-6	0.6	-2.3	-19	-8
> CCOC(=O)N1CCN(C(=O)c2cccc(NC3=NC4CS(=O)(=O)CC4S3)c2)CC1 (stereo not drawn)
→ 0	2	-5	-1	-9	-2.1	0.2	4	6
> Cc1ccc(C(=O)N2CCN(c3ccc(Cl)cc3)CC2)cc1
→ 2	0	-2	1	5	-0.5	-0.9	-3	-8
> O=C(COC(=O)C1CCC(=O)N1)Nc1ccc(Br)cc1 (stereo not drawn)
→ -4	4	-1	5	2	-4.2	-0.7	-6	10
> C=CCCC(=O)N1CCC(n2nccc2NC(=O)c2ccc(OC)cc2)CC1
→ 3	0	1	-7	66*	-3.0	-1.1	2	-6
> CCOc1ccc(CN(C)CC(=O)Nc2ccc3c(c2)CCC3)cc1OC
→ 9	-2	-7	4	-4	-4.7	-6.7	-15	-12
> CCC(C)Nc1nc2ccccc2n2c(C)nnc12 (stereo not drawn)
→ -7	0	-11	7	-3	-3.7	5.0	10	-22
> COC(C(=O)Nc1ccc(F)c(F)c1)c1ccccc1 (stereo not drawn)
→ nt	3	1	2	-15	-2.5	0.5	-2	nt
> O=C(NNC(=O)c1ccccc1C(=O)O)c1ccc(-c2ccccc2)cc1
→ 0	nt	-4	5	nt	-2.3	-2.7	6	10
> O=C(NCCCCNC(=O)c1cccs1)c1cccs1
→ -15	5	-6	1	-7	0.2	-3.1	2	-12
> COc1ccc(C2C(C(C)=O)=C(O)C(=O)N2c2nccs2)c(OC)c1 (stereo not drawn)
→ 7	-1	-5	3	9	-3.7	-1.9	4	-13
> CC1Cc2ccccc2N1C(=O)CN1C(=O)C(=O)N(Cc2ccccc2)C1=O (stereo not drawn)
→ -14	4	6	0	-6	-2.4	-3.8	0	-9
> Cc1cc(C)cc(NC(=O)C2CCN(S(=O)(=O)c3c(C)n[nH]c3C)CC2)c1
→ -5	3	3	7	11	-1.9	-4.0	2	-3
> O=C(N/N=C/c1ccc([N+](=O)[O-])cc1)c1ccccc1OCc1ccccc1
→ 20	-1	-3	-6	-8	0.8	0.1	-7	-25
> Cn1cc(CCCC(=O)NCc2ccccc2)c2ccccc21
→ 6	1	-8	-7	4	-1.2	-0.6	-6	-9
> CC(=O)Cc1nsc(NC(=O)c2oc(-c3ccccc3Cl)cc2C)n1
→ 6	5	8	-4	7	-1.1	-1.5	-13	-1
> Nc1cc(N)nc(SCC(=O)N2CCc3ccccc32)n1
→ 3	2	-1	-6	6	-0.2	0.6	-1	4
> CC(C)Cc1ccc(C(C)C(=O)Nc2nccs2)cc1 (stereo not drawn)
→ 8	4	-6	-1	-99	-4.2	-6.1	-1	-3
> CCOC(=O)Cc1ccc(NC(=O)c2ccccc2Br)cc1
→ 24	3	-5	2	41	-1.6	-4.0	27	1
> COc1cc(/C=N/OCC(=O)Nc2ccc(OC(F)F)cc2)ccc1OCc1ccccc1
→ -3	4	8	3	-1	-2.3	-4.0	-9	-3
> COc1ccc(-c2nc(CS(=O)CC(=O)NCc3ccc(Cl)cc3)c(C)o2)cc1 (stereo not drawn)
→ 30	4	nt	9	9	-3.3	-1.9	-4	-6
> COc1ccc(-c2cc(C(=O)NCC(c3ccccc3)N(C)C)c3ccccc3n2)cc1OC (stereo not drawn)
→ 3	-3	-5	1	-13	-1.1	0.7	-80	2
> Cc1ccc(NC(=O)CN(C)S(=O)(=O)c2cccc3cccnc23)c(C)c1
→ 16	-4	-4	-1	8	-3.6	0.1	-16	1
> COc1ccc(NC2=NCC(=O)N2Cc2cccs2)cc1
→ 28	1	5	-3	15	-2.7	-0.8	-8	-4
> O=C(CN1CCN(C(=O)c2ccccc2)CC1)Nc1ccc(Cl)cc1F
→ -1	-3	-6	-1	-5	-3.6	-3.3	-10	1
> COc1ccc(S(=O)(=O)N(C)C)cc1NC(=O)[C@H](Cc1ccccc1)N1C(=O)c2ccccc2C1=O
→ -14	-1	-3	5	4	-2.5	-0.9	-9	-11
> CCN(C(C)=O)c1cccc2ccccc12
→ 13	1	nt	-2	20	-2.0	0.3	-10	1
> COc1cccc(NC(=O)c2ccc(N3C(=O)C4CC=C(C)CC4C3=O)cc2)c1 (stereo not drawn)
→ -5	3	-11	7	12	-1.5	-2.6	0	-3
> CCNc1nc(NC(C)(C)C)nc(SC(C(C)=O)C(C)=O)n1
→ 26	-1	-3	-5	5	-2.5	-2.0	-1	2
> Cn1c(SCC(=O)Nc2ccc(C(N)=O)cc2)nnc1-c1cccs1
→ 16	-3	2	2	-5	-2.9	-2.2	3	-12
> COc1ccc(-c2csc(N3CCC(C(N)=O)CC3)n2)cc1
→ nt	2	-2	-3	-9	nt	nt	nt	nt
> NC(=O)COC(=O)CC12CC3CC(CC(C3)C1)C2
→ 9	-2	1	-5	5	-1.4	-1.4	9	11
> O=C(CC1CCCC1)Nc1ccc(Br)cc1
→ -9	-1	-9	-2	0	-3.1	-1.8	-3	6
> CC1(C)COC(/C=C/c2cccc([N+](=O)[O-])c2)=N1
→ -16	5	-7	2	-9	-3.1	-3.9	1	1

Reprinted at random: 2 entries already listed.
Values in the order – UBC9 SUMO inh	IDE act	GalR3 antagonist	IDE inh	CRFR2-BP antag	IMP-1 inh	VIM-2 inh	NS3 helicase inh	p-CIP stab down
> Cn1c(SCC(=O)Nc2ccc(C(N)=O)cc2)nnc1-c1cccs1
→ 16	-3	2	2	-5	-2.9	-2.2	3	-12
> COc1cc(/C=N/OCC(=O)Nc2ccc(OC(F)F)cc2)ccc1OCc1ccccc1
→ -3	4	8	3	-1	-2.3	-4.0	-9	-3

Further results follow.
Values in the order – UBC9 SUMO inh	IDE act	GalR3 antagonist	IDE inh	CRFR2-BP antag	IMP-1 inh	VIM-2 inh	NS3 helicase inh	p-CIP stab down
> COc1ccc(-c2nnc(NC(=O)C3=COCCO3)o2)cc1
→ -3	4	-7	0	10	-4.8	-3.3	8	1
> O=P(O)(O)COc1ccccc1P(=O)(c1ccccc1)c1ccccc1
→ 7	-2	0	4	1	5.3*	12*	-2	6
> CCSc1nnc(NC(=O)Cc2cccc(OC)c2)s1
→ 8	4	-5	-1	8	-1.1	-3.0	13	-8
> C=CCN1C(=O)c2ccc(C(=O)N3CCN(S(=O)(=O)c4cccc(F)c4)CC3)cc2C1=O
→ nt	2	0	3	15	nt	nt	nt	nt
> O=C(N1CCCC1)C12CC3CCC(CC(C3)C1)C2
→ 7	8	-2	-1	-4	-2.3	-2.1	-4	-9
> COc1cccc(NC(=O)c2ccc3c(c2)CCCC3)c1
→ 9	8	4	-5	-1	-7.3	-3.0	15	-18
> COC(=O)CN(c1cc(C(F)(F)F)ccc1Cl)S(C)(=O)=O
→ 0	0	4	5	42	-2.9	-0.7	3	2
> O=c1cc(CNCCCO)c2ccccc2[nH]1
→ 11	-1	6	0	0	-2.4	-1.6	3	5
> O=C(Nc1ccccc1)NC1CCN(Cc2ccccc2)CC1
→ 19	2	-7	-8	5	-2.4	-2.8	7	-13
> COC(=O)C1C(c2ccccc2)NC(=O)NC1(O)C(F)(F)Cl (stereo not drawn)
→ 0	1	-4	2	-19	-0.9	-2.8	-2	-6
> CCCn1c(CN2CCN(C)CC2)nc2ccccc21
→ -4	3	-6	0	-12	-3.1	-2.8	2	-3
> CC(=O)N/C(=N/c1nc(C)cc(C)n1)Nc1ccc(F)cc1F
→ 11	2	-9	0	2	-1.2	5.7	9	-4
> Cc1noc(C)c1COc1ccc(C(=O)NCCc2ccccn2)cc1
→ -16	-7	0	4	23	-1.9	-0.3	3	12
> CNC(=O)CSc1nnc(C2CC2)n1-c1ccccc1
→ 11	3	0	-1	11	-1.5	-1.6	-1	10
> Nn1c(=O)c2ccccc2n2c(SCc3ccccc3)nnc12
→ 30	2	-7	1	-9	-0.8	6.1	-7	-5
> O=C(OCc1nnc(-c2ccccc2)o1)c1cc(S(=O)(=O)N2CCOCC2)c(Cl)cc1Cl
→ 31	5	0	6	12	-2.8	-1.7	-3	-2
